Compound activity: PubChem BioAssay, NMMLSC
Mcl-1 Bim block = human Bim-Mcl-1 interaction inhibition | Bead-based flow cytometry, Bim peptide-Mcl-1 binding | inhibition, % at 10 µM | hit rate 0.1% among 190,000;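 further: 0% = no compound tracer wells and 100% = peptide blocker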
ABCB1 inh = blocks JC-1 efflux by human ABCB1 transporter; CCRF-Adr cells, flow cytometry; inhibition, % at 6.6 µM; hit rate 0.067% among 190,000; in the data active means inhibition above about 40%;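 further: 0% = vehicle and 100% = reference inhibitor; higher value means more JC-1 retained so stronger ABCB1 efflux block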
Target sequence (P08183 whole entry, looked up): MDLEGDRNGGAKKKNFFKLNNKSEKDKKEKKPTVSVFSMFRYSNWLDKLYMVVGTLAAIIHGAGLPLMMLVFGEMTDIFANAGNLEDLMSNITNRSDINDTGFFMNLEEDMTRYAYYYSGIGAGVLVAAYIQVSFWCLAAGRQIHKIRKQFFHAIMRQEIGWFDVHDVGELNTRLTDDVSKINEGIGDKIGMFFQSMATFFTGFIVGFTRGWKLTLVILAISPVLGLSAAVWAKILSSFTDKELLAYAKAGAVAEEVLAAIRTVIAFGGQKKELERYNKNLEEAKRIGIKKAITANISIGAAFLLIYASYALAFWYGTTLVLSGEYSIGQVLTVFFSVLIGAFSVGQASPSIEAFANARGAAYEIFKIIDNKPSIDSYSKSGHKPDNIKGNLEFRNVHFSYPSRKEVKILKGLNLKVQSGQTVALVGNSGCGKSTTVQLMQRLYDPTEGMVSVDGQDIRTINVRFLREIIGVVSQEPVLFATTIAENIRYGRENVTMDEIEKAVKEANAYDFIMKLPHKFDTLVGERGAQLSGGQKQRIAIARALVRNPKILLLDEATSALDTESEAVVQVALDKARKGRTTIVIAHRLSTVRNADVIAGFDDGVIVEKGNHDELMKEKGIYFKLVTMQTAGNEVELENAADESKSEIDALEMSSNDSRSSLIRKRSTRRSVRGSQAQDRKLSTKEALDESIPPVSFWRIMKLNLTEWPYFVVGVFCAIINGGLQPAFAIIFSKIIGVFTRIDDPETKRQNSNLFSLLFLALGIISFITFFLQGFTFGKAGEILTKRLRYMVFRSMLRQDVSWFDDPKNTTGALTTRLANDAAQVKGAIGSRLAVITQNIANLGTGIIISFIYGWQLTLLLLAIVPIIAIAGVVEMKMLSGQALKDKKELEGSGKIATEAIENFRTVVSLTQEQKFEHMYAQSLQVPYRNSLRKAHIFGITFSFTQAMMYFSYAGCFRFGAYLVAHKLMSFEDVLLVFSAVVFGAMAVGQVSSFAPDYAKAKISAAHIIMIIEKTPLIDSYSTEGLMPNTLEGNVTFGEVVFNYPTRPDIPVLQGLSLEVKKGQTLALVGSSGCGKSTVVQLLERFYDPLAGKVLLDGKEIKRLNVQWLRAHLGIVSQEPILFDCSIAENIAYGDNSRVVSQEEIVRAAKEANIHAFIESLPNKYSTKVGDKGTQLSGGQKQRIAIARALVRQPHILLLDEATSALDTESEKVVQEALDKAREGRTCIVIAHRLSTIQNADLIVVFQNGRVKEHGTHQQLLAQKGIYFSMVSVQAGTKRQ
Bcl-2 Bim block = inhibitors of Bim-Bcl-2 interaction, human. P10415. Bead-based flow cytometry, Bim peptide-Bcl-2 binding. inhibition, % at 10 µM. hit rate 0.06% among 190,000; in the data active means inhibition above about 40%; inconclusive means no clear call, values can overlap the other calls;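 further: 0% = no compound wells with probe peptide and 100% = reference peptide inhibitor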
RGS8-Gao = regulators of human RGS8-Galphao interaction. P09471. multiplexed bead flow cytometry, RGS8-Galphao binding; actives lie on both sides. response (percent of control binding), % at 10 µM. hit rate 0.34% among 220,000. AID 1423; in the data active means response below about 60% or above about 140%; inactive means in between;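 further: Galphao activated as the GDP aluminium fluoride complex binding bead-coupled RGS8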
ABCG2 block = blocks JC-1 efflux by human ABCG2 transporter; inhibition, % at 6.6 µM; Q9UNQ0; hit rate 0.1% among 190,000; IgMXP3 cells, flow cytometry; AID 1325;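 active means inhibition above 80%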;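 further: 0% = DMSO and 100% = nicardipine control wells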
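Test system: IgMXP3 cells (ABCG2) mixed with DDAO far-red-labelled CCRF-Adr cells (ABCB1). Reagent: JC-1 transporter substrate. Compound dosing: single test compound dose, 6.6 µM final. Times: 10 min compound exposure, 25 °C. Detection: flow cytometry of retained JC-1 fluorescence. Read-out basis: efflux inhibition in percent versus controls. Controls: nicardipine and DMSO wells.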
Bim-Bcl-W = inhibitors of Bim-Bcl-W interaction, human; Q92843; bead-based flow cytometry, Bim peptide-Bcl-W binding; inhibition, % at 10 µM; hit rate 0.02% among 190,000;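 further: 0% = bound tracer without compound and 100% = peptide blocker; higher means less fluorescent Bim peptide bound to Bcl-W beads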
Bim-Bcl-B = human Bim-Bcl-B interaction inhibition; Q9HD36; bead-based flow cytometry, Bim peptide-Bcl-B binding; inhibition, % at 10 µM; hit rate 0.073% among 190,000;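 further: 0% = tracer peptide without compound and 100% = reference inhibitor peptide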
RGS7-Gao reg = regulators of human RGS7-Galphao interaction | Multiplexed bead flow cytometry, RGS7-Galphao binding; actives lie on both sides | binding response (% of control), % at 10 µM | hit rate 0.35% among 220,000 | AID 1439; in the data active means binding response below about 49% or above about 150%; inconclusive means no clear call, values can overlap the other calls; inactive means in between;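 further: fluorescent Galphao held in activated GDP-AlF4 state binding bead-coupled RGS7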
RGS4-Gao reg = modulates binding of RGS4 to human Galphao. P09471. Multiplexed bead flow cytometry; actives lie on both sides. binding response (% of control), % at 10 µM. hit rate 0.33% among 220,000. AID 1415; in the data active means binding response below about 49% or above about 150%; inactive means in between;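 further: fluorescent Galphao activated with aluminum fluoride binding bead-coupled RGS4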
Bim-Bcl-XL = human Bim-Bcl-XL interaction inhibition; Q07817; Bim peptide-Bcl-XL binding, bead flow cytometry, fluorescence; inhibition, % at 10 µM; hit rate 0.04% among 190,000
Bfl-1 Bim block = human Bim-Bfl-1 interaction inhibition | inhibition, % at 10 µM | Q16548 | AID 1008 | hit rate 0.12% among 190,000 | Bead-based flow cytometry, Bim-Bfl-1 binding inhibition;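 further: 0% = wells without compound plus tracer and 100% = blocker peptide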
Active calls of the source: *; ? = inconclusive. Unless noted, no stated cut-off is given here; in the data, active means inhibition above about 40%.

mol	ABCG2 block	RGS4-Gao reg	Mcl-1 Bim block	Bfl-1 Bim block	RGS8-Gao	RGS7-Gao reg	ABCB1 inh	Bim-Bcl-B	Bim-Bcl-XL	Bim-Bcl-W	Bcl-2 Bim block
CN1CCN(S(=O)(=O)c2cccc(S(=O)(=O)c3ccc(Cl)cc3)c2)CC1	0	104	0	-16	103	102	0.3	-10	-3	-1	-14
Cc1ccc(C)n1NC(=O)c1ccccc1O	-6	97	-23	-2	92	97	-3.7	-25	-21	-25	-27
O=C(OCc1csc(Nc2ccccc2)n1)c1ccc(Cl)cc1	0	101	-2	-11	102	103	0.0	-10	-7	-5	-10
CC(=O)NC1=NN(C(C)=O)C(C)(c2cccs2)S1 (stereo not drawn)	-1	102	5	7	104	103	-0.3	4	5	6	11
CS(=O)(=O)c1cnc(-c2ccccc2)nc1-c1ccc(Cl)c(Cl)c1	-2	89	1	3	95	91	-0.3	1	1	0	2
COC(=O)CP(=O)(c1ccccc1)c1ccccc1	1	103	-3	-3	102	100	0.2	-1	-3	-1	-1
O=C(NCc1ccc(Cl)cc1Cl)c1ccccn1	3	106	0	0	107	105	0.7	1	-9	-2	1
CCc1ccc(OCC(=O)NC(NC(=S)Nc2ccccc2)C(Cl)(Cl)Cl)cc1 (stereo not drawn)	0	103	-3	-12	101	102	-0.2	-4	-5	-4	-7
COc1cccc(OCCNc2cc(N3CCCCC3)ccc2[N+](=O)[O-])c1	9	99	1	1	100	102	1.1	2	1	0	2
O=C1c2ccccc2S(=O)(=O)N1CCOc1ccccc1	3	94	0	0	96	94	0.6	0	-6	-2	-2
Cc1ccc(/C=N/NC(=O)Cn2cncn2)cc1	1	96	-1	-3	96	100	0.2	-7	-2	-7	0
S=C(NNc1cccc(Cl)c1)NC1CCCCC1	9	95	-2	-6	96	?	0.8	-10	-7	-8	-5
Cc1nc2ccc(Cc3ccc4nc(C)[nH]c4c3)cc2[nH]1	0	103	-3	-2	105	104	-0.2	-5	-5	-1	-3
COc1ccc(S(=O)(=O)N2CCCOC2CNC(=O)C(=O)NCCCn2ccnc2)cc1 (stereo not drawn)	1	106	0	-3	103	110	-0.3	-2	0	-1	-4
CCOC(=O)NC(=O)C(=CNc1cccc(C)c1)C(=O)NC(=O)OCC	30	98	-3	-1	101	97	4.0	-3	-6	-3	-4
O=C(COc1ccccc1)N(CCc1ccccc1)c1nc(-c2ccc(F)cc2)cs1	1	97	0	-9	97	96	0.0	-4	-6	1	-5

Entries listed so far containing an aryl methoxy group (2):
mol	ABCG2 block	RGS4-Gao reg	Mcl-1 Bim block	Bfl-1 Bim block	RGS8-Gao	RGS7-Gao reg	ABCB1 inh	Bim-Bcl-B	Bim-Bcl-XL	Bim-Bcl-W	Bcl-2 Bim block
COc1cccc(OCCNc2cc(N3CCCCC3)ccc2[N+](=O)[O-])c1	9	99	1	1	100	102	1.1	2	1	0	2
COc1ccc(S(=O)(=O)N2CCCOC2CNC(=O)C(=O)NCCCn2ccnc2)cc1 (stereo not drawn)	1	106	0	-3	103	110	-0.3	-2	0	-1	-4

(further entries)
mol	ABCG2 block	RGS4-Gao reg	Mcl-1 Bim block	Bfl-1 Bim block	RGS8-Gao	RGS7-Gao reg	ABCB1 inh	Bim-Bcl-B	Bim-Bcl-XL	Bim-Bcl-W	Bcl-2 Bim block
COc1cc2[nH]c3c(N4CCN(c5ccccn5)CC4)ncnc3c2cc1OC	4	105	4	-12	102	101	1.2	0	2	3	-6
O=C(CSc1nnc(C2CC2)n1-c1ccccc1)NCCc1ccc(F)cc1	11	102	-1	-7	102	105	1.3	-8	-2	-1	-13
COc1cc(NC(=O)c2cc(CC(C)C)on2)c(OC)cc1Cl	33	92	-4	-12	93	88	1.4	-10	-12	-6	-9
O=C(NC1CCCCCC1)C1c2ccccc2C(=O)N1Cc1cccs1 (stereo not drawn)	1	102	0	-3	102	102	2.5	-3	-3	-1	2
COC(=O)Cc1ccc(NC(=O)c2ccc(Br)o2)cc1	6	101	-3	-15	100	101	0.7	-13	-5	0	-10
CC1Cc2ccccc2N1C(=O)CN(C)S(=O)(=O)c1cccc2cccnc12 (stereo not drawn)	1	101	0	-11	103	99	0.4	-5	-3	0	-7
CCc1cccc(NC(=O)Cn2cc3c(n2)CCCC3)c1	7	96	-4	-10	99	98	1.0	-10	-11	-6	-7
Cc1ccnc(NC(=O)c2ccc3c(c2)OCO3)c1	3	103	1	-5	106	105	-0.1	-3	0	1	-5
O=C(NCCOC(=O)c1ccc(Cl)c(S(=O)(=O)N2CCCCC2)c1)c1ccncc1	2	102	0	1	103	101	0.6	-1	-1	2	-1
O=c1cc(CN2CCc3ccccc32)c2ccc(O)cc2o1	11	100	-1	-4	97	99	0.8	-2	0	1	-2
C=CCN(C(C)=O)C1CC(=O)N(c2ccc(OCCC)cc2)C1=O (stereo not drawn)	-1	103	0	-12	101	103	0.3	-4	-10	0	-9
C=CCNC(=S)Nc1ccc(F)cc1F	-1	102	-3	-17	102	104	-0.2	-7	-8	-3	-6
CCN(CC)C(=O)COC(=O)c1ccc(O)cc1	2	100	-1	-2	100	97	0.6	0	-5	-1	0
COCCn1nnnc1C(c1cccc(C(F)(F)F)c1)N1CCN(Cc2ccccc2)CC1 (stereo not drawn)	2	100	-2	-2	102	101	0.7	0	1	-1	-2
O=C(c1ccco1)N1CCN(C(=S)Nc2cccc([N+](=O)[O-])c2)CC1	5	98	-1	-4	98	102	0.0	-11	-3	-2	-2
O=C1OCCN1CC(=O)N1CCc2c([nH]c3ccccc23)C1c1ccccn1 (stereo not drawn)	0	99	-4	0	102	96	-0.1	-1	-1	-3	1
Oc1ccccc1CNc1ccc(Br)cn1	3	104	-3	-1	102	99	0.2	0	-1	1	0
O=C(Nc1cccc(C(F)(F)F)c1)c1cccnc1N1CCN(c2ccccc2)CC1	1	100	0	-13	99	99	0.2	-5	-1	2	-2
Cn1c(=O)c(C(=O)CN2CCCc3ccccc32)c(N)n(Cc2ccccc2)c1=O	26	98	-1	-14	101	97	1.5	-9	-3	-1	-9
CC1CCN(S(=O)(=O)c2ccc3ncn(CC(=O)N(C)Cc4ccccc4)c(=O)c3c2)CC1	0	90	0	-1	92	89	0.2	0	0	-1	-2
Cc1ccc(S(=O)(=O)N(C)c2ccc(C(=O)Nc3c(C)n(C)n(-c4ccccc4)c3=O)cc2)cc1	-2	100	-1	-6	101	93	0.6	-2	-3	0	-6
O=C(O)c1ccc(Nc2nc(-c3cccnc3)nc3ccccc23)cc1	1	96	6	0	99	96	-0.1	10	9	8	2
CCCc1c2ccccc2nc2ccccc12	0	107	-4	0	110	105	0.1	-5	-5	-1	0
N#C/C(=C\c1ccccc1[N+](=O)[O-])c1nc(C2CC2)cs1	-1	100	-3	-2	100	100	-0.6	-5	-5	-6	-2
CCOc1ccc(S(=O)(=O)Nc2nccs2)cc1	2	102	-1	-7	102	101	0.6	-5	-2	0	-3
CCC(C)n1c(=N)c(C#N)cc2c(=O)n3ccccc3nc21 (stereo not drawn)	1	103	-16	-14	102	98	0.1	-23	-17	-17	-11
Cc1cc(S(=O)(=O)N2CCC(N3CCCCC3)CC2)ccc1-n1cnnn1	-1	99	-1	-3	92	99	-0.2	-4	-4	0	-2
Cc1ccc(-c2csc(NC(=O)Cc3ccc(F)cc3)n2)o1	4	96	-3	2	95	97	-1.0	-20	-5	-3	2
CC(C)c1nc(SCC(=O)Nc2ccc([N+](=O)[O-])cc2Br)n[nH]1	4	101	-1	-4	100	?	0.9	-3	-5	0	-2
CCOC(=O)c1cc2c(ccn2C)n1CC(=O)N1CCCC(C)C1 (stereo not drawn)	1	105	-3	-1	103	103	0.5	0	1	-2	-5
O=C(/C=C/c1ccccc1Cl)N(c1ccccn1)C1CCCCC1	14	101	-3	-6	102	104	0.9	-7	-5	-4	-6
Cc1cc2c3c(c1)C1(C(=O)N3C(C)(C)CC2C)C(C#N)=C(N)OC2=C1C(=O)CC(C)(C)C2 (stereo not drawn)	1	103	-5	-2	101	99	0.0	-8	-8	-7	0

Look-ups from above:
Bcl-2 Bim block result of CCOC(=O)c1cc2c(ccn2C)n1CC(=O)N1CCCC(C)C1 (stereo not drawn) stands at -5
Bcl-2 Bim block result of Cc1cc(S(=O)(=O)N2CCC(N3CCCCC3)CC2)ccc1-n1cnnn1 stands at -2

Remaining list, next part:
mol	ABCG2 block	RGS4-Gao reg	Mcl-1 Bim block	Bfl-1 Bim block	RGS8-Gao	RGS7-Gao reg	ABCB1 inh	Bim-Bcl-B	Bim-Bcl-XL	Bim-Bcl-W	Bcl-2 Bim block
Cc1nc(Cl)c(C#N)cc1-c1ccccc1	1	96	1	0	99	102	0.2	-3	0	0	0
CN(C)c1nc(OCCNC(=O)Nc2ccccc2)nc(N2CCOCC2)n1	2	99	2	-5	100	98	0.4	-4	-1	-2	-2
Cc1csc2nc(CSc3nc4ccccc4o3)c(Br)n12	11	95	-2	-10	94	94	1.1	-5	-4	0	-5
CCCCCOc1ccc(CSc2ncn[nH]2)cc1	0	98	-2	-2	101	99	-0.1	-8	-5	-5	-2
Cc1ccc(S(=O)(=O)NCC(=O)N2CCCCC2)cc1	0	100	3	-5	100	97	0.1	-4	2	6	-2
COc1ccc(CCNC(=O)c2cc(-c3cc(Cl)cc(Cl)c3)oc2C)cc1	2	103	1	-15	100	103	0.5	-10	-1	4	-6
CCc1nc(-c2ccc(C)nc2OC)no1	0	105	3	1	102	104	0.0	1	-2	0	0
Cc1nc(-c2ccc3c(c2)OCCO3)cs1	8	101	-4	2	100	98	0.6	-27	-9	-4	0
O=C(CCC1CCCC1)N1CCC(N2CCN(c3ccccc3)CC2)CC1	0	108	0	-1	106	104	0.3	1	3	-1	-2
Cc1noc(C)c1COc1ccc(C(=O)OCc2nnc(-c3ccc(Cl)cc3)o2)cc1	8	113	-1	-1	109	114	1.2	2	0	0	-1
Cc1cc(C)cc(Oc2coc3cc(OC(=O)c4cccnc4)ccc3c2=O)c1	1	84	-5	0	104	106	0.2	-3	-5	-4	-1
N#CC(C#N)=C1c2cc(S(N)(=O)=O)ccc2-c2ccc(S(N)(=O)=O)cc21	2	94	-5	0	103	93	0.1	-6	-2	3	-4
CC(C)N(C(=O)COC(=O)c1ccc(Cl)nc1)C(C)C	2	104	2	-3	102	?	-0.1	1	0	0	0
Cc1noc(C)c1COC(=O)CCc1ccc(S(=O)(=O)N2CCCCC2)cc1	1	101	1	-11	101	104	0.8	-7	1	3	-7
Cc1cc(=O)[nH]c(SCC(=O)Nc2nc3c(s2)CCCC3)n1	2	102	0	0	100	103	0.1	0	0	1	0
Cc1nc2c(ccc3nc(NC(=O)Cc4ccccc4)sc32)s1	7	109	0	-5	100	113	0.8	-3	-2	-1	-1
CCNc1nc(NC(C)CC)nc(Oc2ccc(=O)[nH]n2)n1 (stereo not drawn)	1	99	1	-13	101	98	0.2	-4	0	1	-4
COc1ccnc(Nc2ccc(C)c(C)c2)c1C#N	1	102	0	-3	99	99	0.3	-1	0	0	1
O=C(/C=C/c1ccccc1)N1CCN(c2c(Cl)cccc2[N+](=O)[O-])CC1	13	98	-2	0	104	104	1.3	-2	-2	-2	0
